# Screening data from PubChem.
# M5 ag: human M5 muscarinic receptor agonists, primary screen, CHO-K1 cells, Fluo-8 calcium fluorescence; Muscarinic acetylcholine receptor M5 (Homo sapiens), P08912; activation, % at 3 µM; hit rate 0.19% among 360,000; AID 624037, 2012; CHO-K1 hM5 cells; 0% DMSO wells, 100% maximal acetylcholine response;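 active = activation above the run's mean over test compounds plus 3 SD, cut at about 23% in these data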;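 also: signal is peak over basal fluorescence ratio across the kinetic read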
# Target sequence (P08912 whole entry, looked up): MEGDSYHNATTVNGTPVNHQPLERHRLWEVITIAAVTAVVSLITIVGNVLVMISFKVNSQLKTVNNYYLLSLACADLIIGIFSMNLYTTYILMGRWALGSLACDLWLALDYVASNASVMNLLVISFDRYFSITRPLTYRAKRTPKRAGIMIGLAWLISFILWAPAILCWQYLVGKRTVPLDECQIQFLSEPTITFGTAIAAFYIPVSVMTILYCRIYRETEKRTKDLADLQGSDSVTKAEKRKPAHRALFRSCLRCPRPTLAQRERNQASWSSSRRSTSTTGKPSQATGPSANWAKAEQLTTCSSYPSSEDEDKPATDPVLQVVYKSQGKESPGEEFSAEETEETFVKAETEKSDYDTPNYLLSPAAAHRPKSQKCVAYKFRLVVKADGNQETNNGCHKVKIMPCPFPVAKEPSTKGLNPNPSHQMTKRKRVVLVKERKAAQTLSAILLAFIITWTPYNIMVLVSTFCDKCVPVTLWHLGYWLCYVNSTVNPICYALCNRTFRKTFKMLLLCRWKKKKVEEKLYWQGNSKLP
# CHO-K1 Ca PAM: nonselective calcium activators in parental CHO-K1 cells, primary screen, counter-screen for M1 PAM project, cell-based, Fluo-8 calcium fluorescence, full deck, 1536-well. ATP EC20; 0% at ATP EC20, 100% at ATP max. activation, % at 3 µM. hit rate 0.02% among 360,000. AID 602247, 2012;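 active = activation above the run cutoff, the mean activation of all test compounds plus 3 SD, cut at about 40% in these data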;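 also: peak over basal fluorescence ratio in a 140 s read after ATP addition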
# CHRM4 agonist: human M4 muscarinic receptor agonists, primary screen, CHO-K1 cells, Fluo-8 calcium fluorescence; Muscarinic acetylcholine receptor M4 (Homo sapiens), P08173; hit rate 0.14% among 360,000; activation, % at 3 µM; AID 624127, 2012; CHO-K1 hM4/Gqi5; vehicle 0%, full acetylcholine response 100%;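 active = activation above the run mean over all test wells plus 3 SD, cut at about 32% in these data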;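 also: peak over basal fluorescence ratio per well then scaled between controls; 0% = DMSO wells and 100% = acetylcholine at EC100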
# Target sequence (P08173 whole entry, looked up): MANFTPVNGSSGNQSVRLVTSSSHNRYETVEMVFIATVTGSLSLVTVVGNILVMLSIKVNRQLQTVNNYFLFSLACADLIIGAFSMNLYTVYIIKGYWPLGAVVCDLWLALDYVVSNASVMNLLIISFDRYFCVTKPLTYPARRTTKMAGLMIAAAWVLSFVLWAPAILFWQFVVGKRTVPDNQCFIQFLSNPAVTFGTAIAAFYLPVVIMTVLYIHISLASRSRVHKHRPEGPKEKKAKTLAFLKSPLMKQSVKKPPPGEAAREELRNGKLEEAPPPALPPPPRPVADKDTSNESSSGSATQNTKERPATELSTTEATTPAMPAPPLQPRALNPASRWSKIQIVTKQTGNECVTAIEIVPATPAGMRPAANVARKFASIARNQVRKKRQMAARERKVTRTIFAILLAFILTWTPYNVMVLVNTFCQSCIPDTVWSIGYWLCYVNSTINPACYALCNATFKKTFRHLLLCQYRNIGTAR
# M4 antag: human M4 muscarinic receptor antagonists, primary screen, CHO cells, Fluo-8 calcium fluorescence | CHO-hM4 cells, ACh EC80 | hit rate 0.73% among 360,000 | inhibition, % at 3 µM | Muscarinic acetylcholine receptor M4 (Homo sapiens), P08173;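 active = inhibition above its plate's cutoff, the mean inhibition of sample wells plus 3 SD, cut at about 27% in these data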;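 also: 0% = acetylcholine EC80 with DMSO and 100% = DMSO without agonist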
# M5 PAM: human M5 muscarinic receptor positive allosteric modulators, primary screen, CHO-K1 cells, Fluo-8 calcium fluorescence; Muscarinic acetylcholine receptor M5 (Homo sapiens), P08912; CHO-K1 hM5, ACh EC20 PAM; 0% = ACh EC20, 100% = ACh EC100; activation, % at 3 µM; hit rate 0.3% among 360,000; AID 624038, 2012;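 active = activation above the run cutoff, the mean activation of all test compounds plus 3 SD, cut at about 18% in these data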
#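 Replicates: One well per compound, no replicates | System: Human M5 receptor in CHO-K1 cells | Benchmarks: Low control EC20 acetylcholine (0%), high control EC100 acetylcholine (100%) | Probe or stimulus: Acetylcholine, EC20 level | Times: Fluo-8 loading 80 min at 37 °C plus 30 min room temperature | Signal: Intracellular calcium via Fluo-8 fluorescence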
# M4 PAM: human M4 muscarinic receptor positive allosteric modulators, primary screen, CHO-K1 cells, Fluo-8 calcium fluorescence | AID 624126, 2012 | CHO-K1 hM4/Gqi5, ACh EC20; 0% = ACh EC20, 100% = maximal ACh | Muscarinic acetylcholine receptor M4 (Homo sapiens), P08173 | activation, % at 3 µM | hit rate 0.4% among 360,000;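 active = activation above its plate's cutoff, the mean activation of sample wells plus 3 SD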; also: some results filed as inactive read as strong as hits
# M5 antag: human M5 muscarinic receptor antagonists, primary screen, CHO cells, Fluo-8 calcium fluorescence | CHO-hM5 cells, ACh EC80 | inhibition, % at 3 µM | hit rate 0.59% among 360,000 | AID 624040, 2012;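 active = inhibition above a per-plate cutoff, the mean of that plate's test compounds plus 3 SD, cut at about 27% in these data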;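 also: 0% = acetylcholine EC80 with DMSO and 100% = DMSO without agonist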
# CHO-K1 Ca ag: counter-screen for M1 agonists: effect in parental CHO-K1 cells; Fluo-8 calcium fluorescence; scaled to maximal ATP response, vehicle zero; activation, % at 3 µM; hit rate 0.48% among 360,000; AID 602248, 2012; in the data active = activation above about 15%;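 also: untransfected CHO-K1 host cells lacking M1 receptor as counterscreen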
# CHO-K1 Ca antag: nonselective inhibitor or artifact in parental CHO-K1 cells; ATP-induced calcium, Fluo-8 fluorescence; inhibition, % at 3 µM; hit rate 0.6% among 360,000; AID 602250;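 active = inhibition above a per-plate cutoff, the plate's mean sample inhibition plus 3 SD, cut at about 24% in these data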;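 also: 0% = DMSO plus EC80 ATP and 100% = DMSO alone without ATP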
# An asterisk follows results filed as active. An unsorted share of the library; overall some 2.7% were active at least once.
SMILES,M5 ag,CHO-K1 Ca PAM,CHRM4 agonist,M4 antag,M5 PAM,M4 PAM,M5 antag,CHO-K1 Ca ag,CHO-K1 Ca antag
O=C(CSc1ccsc1[N+](=O)[O-])NCc1ccco1,-1,15,1,-9,3,5,-4,0.2,-8
Cc1sc2nc(-c3cccnc3)[nH]c(=O)c2c1-c1ccccc1,-1,-9,0,-11,4,4,-3,1.1,-10
O=C(c1cnn(-c2cccc(F)c2)c1)c1ccccc1O,0,13,3,2,-3,-4,6,0.1,-8
CCn1cc(C(=O)OC(C)C(=O)Nc2c(C)n(C)n(-c3ccccc3)c2=O)c(=O)c2ccc(C)nc21 (stereo unspecified),0,-8,0,-6,-2,4,0,-0.7,12
COC(=O)Cc1ccc(NC(=O)c2ccccc2Br)cc1,0,6,0,6,-5,2,-9,0.1,-8
CN1C(C(=O)Nc2ccc(OC(F)(F)F)cc2)=CC(c2cccs2)=NS1(=O)=O,5,11,8,4,-10,-12,8,7.3,-17
COc1nc(NC2CCCCC2)nc(N2CCCCCC2)n1,-6,-3,-2,-2,1,0,3,0.3,-11
CCOc1nnnc2c1sc1nc(N3CCOCC3)c3c(c12)CCCC3,1,4,1,5,-4,-8,1,-0.3,0
Clc1ccccc1CSc1cc2c(nn1)-c1ccccc1CC2,-7,11,0,-7,-7,1,-15,0.8,-19
CC(=O)c1ccc(NC(=O)Nc2cccnc2)cc1,4,-8,7,-3,-5,-4,-3,3.3,-1
COc1ccc(-c2nc3ccc(C)cn3c2NCc2ccccc2)cc1SC1CCCCC1,-4,2,14,26,-31,-8,22,2.5,5
COCCCn1c(=O)c2sccc2n(Cc2cc(C(=O)OC)ccc2OC)c1=O,2,10,1,5,-3,-1,-9,-0.1,-12
COc1cccc(NC(=O)CN(C)C(=O)CSc2nc3ccccc3s2)c1,-2,14,7,-23,1,5,-16,3.6,-10
CC(C)(C)c1ccc(C(=O)n2cnc3ccccc32)cc1,-2,-16,1,3,-2,-5,17,-0.3,14
COc1ccc(-n2c(CCc3ccccc3)nnc2SCC(=O)c2ccccc2)cc1,-6,11,-1,-1,9,1,-10,0.0,-2
NC(=O)NC(=O)COC(=O)c1cccc(S(=O)(=O)N2CCCCCC2)c1,3,12,1,-9,2,1,-1,0.7,3
COc1ccc(/C=N/N2C(=O)CSC2=S)cc1Br,15,-5,20,7,-9,-1,13,3.1,5
COc1cc(OC)c(C(=O)O/N=C(\N)c2ccccc2)cc1OC,-3,20,3,-10,-1,6,4,1.3,6
CCN1CCN(C(=O)NCc2ccccc2)CC1,2,14,1,-2,3,5,-1,0.3,-4
C=CCOc1ccc2ccccc2c1CNn1cn[nH]c1=S,-2,9,1,2,-3,-3,13,0.6,-10
Cc1ccc(S(=O)(=O)N2CCOC23CCN(S(=O)(=O)c2c(C)cc(C)cc2C)CC3)cc1,-2,13,2,-8,-13,-7,16,0.5,-11
CC(C)CN(C(=O)c1ccco1)C1CCS(=O)(=O)C1 (stereo unspecified),-1,2,0,1,3,-2,2,0.0,-3
Cc1nc(NC(=O)CSc2nnc(C3CC3)n2C)sc1C,-2,11,2,-21,-1,4,2,0.7,-18
Cc1ccc(NC(=O)c2ccc(F)cc2F)cc1,-1,-6,0,-3,3,-1,7,-0.9,2
COc1cc(OC)cc(C(=O)NNC(=O)CN2C(=O)NC(C)(c3ccccc3)C2=O)c1 (stereo unspecified),2,-16,1,-10,-3,7,3,-0.2,-6

# Grouped by structure: the entries above containing bromine
SMILES,M5 ag,CHO-K1 Ca PAM,CHRM4 agonist,M4 antag,M5 PAM,M4 PAM,M5 antag,CHO-K1 Ca ag,CHO-K1 Ca antag
COC(=O)Cc1ccc(NC(=O)c2ccccc2Br)cc1,0,6,0,6,-5,2,-9,0.1,-8
COc1ccc(/C=N/N2C(=O)CSC2=S)cc1Br,15,-5,20,7,-9,-1,13,3.1,5

# The list continues:
SMILES,M5 ag,CHO-K1 Ca PAM,CHRM4 agonist,M4 antag,M5 PAM,M4 PAM,M5 antag,CHO-K1 Ca ag,CHO-K1 Ca antag
O=C1c2ccccc2C(O)(c2ccccc2)N1c1ccncc1 (stereo unspecified),-6,-11,1,-1,0,-3,-2,0.3,0
Cc1cc(NC(=O)c2ccc3c(c2)OCCO3)ccc1NC(=O)c1cc2ccccc2o1,1,10,11,-12,1,-4,-5,7.5,-13
O=S(=O)(c1ccc(NC(=S)NCc2ccco2)cc1)N1CCCCC1,9,-16,14,-1,-11,-30,8,6.5,7
CC1(C)Cc2c(sc(NC(=O)COc3cccc4ccccc34)c2C#N)C(C)(C)N1,-1,-19,5,-2,7,1,0,1.2,8
O=c1c2ccccc2nc(/C=C/c2cc(Br)ccc2O)n1CCCO,1,-6,24,8,-8,-13,7,7.2,1
CCOCC(=O)Nc1cc(C(=O)OC)ccc1C(=O)OC,-5,4,0,2,9,10,-1,-0.1,-5
Cc1cc2c(c(C)c1Cl)C(c1ccc3c(c1)OCO3)CC(=O)O2 (stereo unspecified),1,17,-1,-9,-8,0,6,0.9,-2
Cc1ccc(-c2nn3c(C)nnc3c3ccccc23)cc1S(=O)(=O)NCc1ccccc1,-2,20,0,13,2,-3,1,1.0,-7
CCCN(CC1CC1)C(=O)COC(=O)c1ccc(C)cc1O,0,24,1,-2,-6,6,3,-0.7,-4
C[C@H](NC(=O)c1nc[nH]c1C(=O)N1CCN(c2ccccc2)CC1)C(=O)OC(C)(C)C,3,12,3,-8,-6,4,0,-0.3,-10
Cc1ccc(S(=O)(=O)N2CCN(C(=O)COC(=O)COc3cccc(C(F)(F)F)c3)CC2)c(C)c1,2,-19,10,-6,-3,8,3,3.4,-18
COc1cc(OC)cc(C(=O)NCCc2ccc(OC)c(OC)c2)c1,9,17,3,-8,10,-3,-13,0.8,-12
CCOC(=O)COc1c(Cl)cc(C2NC(=S)NC(c3ccccc3)=C2C(C)=O)cc1OC (stereo unspecified),3,4,0,6,5,-6,-5,0.5,-2
CSc1ncccc1C(=O)OCC(=O)Nc1cc(C(F)(F)F)ccc1N1CCOCC1,-1,10,8,5,-9,2,13,3.4,-9
O=C(Nc1cccc(O)c1)c1ccc(NC(=O)C2CCCO2)cc1 (stereo unspecified),-4,4,2,9,-2,-5,12,0.3,-13
c1ccc(Oc2nc(-c3ccccn3)nc3ccccc23)cc1,1,7,1,3,-5,-10,6,0.8,-3
CCc1c(C)[nH]n(-c2ccc(Oc3ccccc3)c(S(=O)(=O)O)c2)c1=O,-3,-1,0,4,1,5,0,-0.3,16
O=c1[nH]c(SCc2n[nH]c(=S)n2-c2ccccc2)nc2sc3c(c12)CCC3,-3,7,-1,7,-14,-1,-3,-0.4,-26
CCC(C)c1ccc(NC(=S)N2CCN(S(C)(=O)=O)CC2)cc1 (stereo unspecified),0,5,1,-6,-4,2,0,0.4,-12
CC1CCN(C(=O)c2[nH]c(C(F)(F)F)nc2-c2ccccc2)CC1,2,10,0,-4,-5,-5,11,7.8,12
CCOC(=O)c1c(C)[nH]c(C(=O)OCC(=O)N2CCc3ccccc32)c1C,-1,-1,0,-2,0,-1,3,0.0,7
CCN1CC2([N+](=O)[O-])C=CC(=O)C([N+](=O)[O-])(C1)C2CC(=O)c1ccccc1 (stereo unspecified),-4,22,1,-8,6,3,-2,0.5,-13
Cc1cccnc1NC(=O)CCC(=O)c1cccs1,1,6,1,1,1,2,13,1.1,-18
CN(Cc1ccccc1)C(=O)c1nc2ccccn2c1CNCCOc1cccnc1,-5,10,2,1,-3,-12,4,1.0,-12
CCOc1ncccc1C(=O)Nc1ccc(F)cc1,-5,6,1,0,5,6,7,-0.1,-10
# Additional structures
SMILES,M5 ag,CHO-K1 Ca PAM,CHRM4 agonist,M4 antag,M5 PAM,M4 PAM,M5 antag,CHO-K1 Ca ag,CHO-K1 Ca antag
O=C(COC(=O)c1cccc(OC(F)F)c1)NCC1CCCO1 (stereo unspecified),4,20,1,-1,1,4,13,2.0,-14
CC(O)C(NS(=O)(=O)c1ccc(Cl)cc1)C(=O)OCc1cc([N+](=O)[O-])cc2c1OCOC2 (stereo unspecified),4,15,9,5,1,-11,6,0.6,-15
O=C(CCS(=O)(=O)c1ccccc1)OCC(=O)N1CCN(S(=O)(=O)c2ccc(Cl)cc2)CC1,4,13,5,-2,-1,-1,5,3.5,-15
COCCN(C(=O)COC(=O)CCC(=O)c1ccc(Cl)cc1)c1c(N)n(Cc2ccccc2)c(=O)[nH]c1=O,-4,-21,0,-1,0,6,11,0.2,2
COc1ccc(S(=O)(=O)Nc2ccccc2Cl)cc1NC(C)=O,1,10,9,-6,-12,-1,12,3.2,6
O=C(c1ccc(F)cc1F)N1CCN(S(=O)(=O)c2ccc3c(c2)OCCO3)CC1,1,3,3,-4,-6,2,1,1.3,-9
O=c1cc(-c2cccc(F)c2)oc2ccccc12,-2,19,2,-3,5,4,6,0.2,-13
NC(=O)C1CCN(CC(=O)Nc2cccc(C(=O)Nc3cccc(C(F)(F)F)c3)c2)CC1,-1,24,1,-6,4,10,6,0.4,-3
O=C1C2C3C=CC(CC3)C2C(=O)N1c1ccc(Cl)cc1 (stereo unspecified),0,0,1,-7,-4,9,7,0.3,7
COc1ccc(C2Nc3ccccc3C(=O)N2c2ccc(C)cc2)cc1Cn1cc([N+](=O)[O-])cn1 (stereo unspecified),-1,-13,9,-2,-1,-6,-3,1.2,-7
CCCSc1nnc(NC(=O)Nc2ccc(F)cc2)s1,3,-3,11,8,-21,-5,21,3.4,24*
C=CCNc1nc2cc(-c3cccc(NC(C)=O)c3)sc2c(=O)n1C,1,13,2,-8,-4,9,14,0.8,-6
O=C(NCCN1CCOCC1)c1ccc(N2CCCC2)c([N+](=O)[O-])c1,-3,-6,0,-3,10,0,-10,-0.4,2
CCN(CC)c1nc(N)nc(NS(=O)(=O)c2ccc(Cl)cc2)n1,-2,15,0,6,0,6,-4,0.3,-1
CCCS(=O)(=O)NCCc1csc(-c2ccc(OC)c(OC)c2)n1,1,10,3,13,-1,7,3,1.4,-11
O=S(=O)(c1ccc(Sc2nnc3ccccn23)nc1)N1CCOCC1,-1,24,1,-6,2,4,1,1.3,-2
O=C1C(Nc2ccccc2)=CC(c2ccc(O)cc2)N1c1ccccc1 (stereo unspecified),2,-4,1,-6,0,-3,5,1.1,1
O=C(NC1CCCCC1)C1CCCN(S(=O)(=O)c2ccc(Br)s2)C1 (stereo unspecified),0,2,1,4,3,-1,-6,-0.1,4
COc1ccc(F)cc1S(=O)(=O)N1CCC2(CC1)OCCN2S(=O)(=O)c1ccccc1,0,-21,11,-16,4,-7,-14,4.8,6
COc1ccc(-c2nc(CSCC(=O)NC3CCCc4ccccc43)c(C)o2)cc1 (stereo unspecified),-13,13,0,-5,-10,-3,6,0.7,-6
CN(C)c1ccc(CN(CC2CCCO2)C(=O)c2cc3ccccc3o2)cc1 (stereo unspecified),-4,16,1,-1,-6,4,11,0.2,0
